Screening data deposited in PubChem by several laboratories.
CRFR2-BP antag = antagonists of CRF-binding protein/CRF-R2 receptor complex; inhibition, % at 11.8 µM; AID 588475; 0.59% of 350,000 active; HEK293 CRF-R2/CRF-BP, CRF-induced calcium fluorescence;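 active means inhibition of the ligand-induced calcium signal above about 50% at the single tested concentration, limit read from the data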
MEKK2 mut-MEK5 = signal of MEK5 binding to mutant human MEKK2 PB1 domain; bead flow cytometry, Alexa488-MEK5 binding to MEKK2 mutant; percent response, % at 10 µM; 0.35% of 290,000 active; in the data active means percent response above about 24%, passing the limit was not always enough; further: inactives centre near 1; some results filed as inactive read as strong as hits
CRFBP-R2 agonist = CRF-BP/CRF-R2 complex agonism. HEK293 CRF-R2/CRF-BP, calcium dye fluorescence (FLIPR); percent of saturating CRF peptide response. activation, % at 13.2 µM. 0.46% of 350,000 active;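 active means activation of at least 50%, plus an integration ratio under a set limit after plate pattern correction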;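 further: plate controls were neutral control wells without compound for no effect and CRF at EC100 for full effect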
FID counter = displaces DNA intercalator in HCV helicase counter-screen. 0.17% of 290,000 active. DNA fluorescent intercalator displacement, fluorescence. inhibition, % at 7.9 µM; in the data active means inhibition above about 37%;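 further: 0% = vehicle and 100% = reference compound; higher means more ethidium bromide displaced from hairpin DNA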
SUMO HTRF inh = SUMOylation inhibition; inhibition, % at 35 µM; AID 2006; HTRF SUMOylation assay, SAE1/SAE2 + UBC9, in vitro; 0.36% of 290,000 active; in the data active means inhibition above about 50%, passing the limit was not always enough; further: strong numbers were not always called active
Target sequence (P63279 whole entry, looked up): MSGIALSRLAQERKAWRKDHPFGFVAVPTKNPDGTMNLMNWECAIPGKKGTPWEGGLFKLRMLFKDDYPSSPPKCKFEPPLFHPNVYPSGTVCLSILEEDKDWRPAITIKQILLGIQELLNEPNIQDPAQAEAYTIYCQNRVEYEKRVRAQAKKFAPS
MEKK2wt PB1 HTS = raises or lowers MEK5 binding to wildtype human MEKK2 PB1 domain | Q9Y2U5 | bead flow cytometry, Alexa488-MEK5 binding to MEKK2 WT; actives lie on both sides | binding response (% of control), % at 10 µM | 1.1% of 290,000 active; in the data active means binding response below about 67% or above about 130%
NS3 helicase inh = inhibitors of Hepatitis C virus NS3 helicase; inhibition, % at 10.9 µM; 0.56% of 290,000 active; NS3 helicase DNA unwinding, Cy5 molecular beacon fluorescence;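 active means inhibition above the mean of all tested compounds plus 3 SD, set per campaign, cut at about 35% in these data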;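 further: 0% = DMSO wells and 100% = thioflavine S control wells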
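assay system = NS3 helicase fragment of HCV | buffer or medium = MOPS pH 6.5, MgCl2, DTT, Tween20, BSA | timing = 60 min unwinding reaction at 25 °C after ATP addition | signal = Cy5 beacon fluorescence read at start and 1 h | read-out basis = % inhibition of unwinding | control set = low DMSO, high thioflavine S at 110 µM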
GalR3 antag = blocks the human galanin receptor 3. 0.44% of 360,000 active. inhibition, % at 3 µM. O60755. HEK293 GalR3-CNG cAMP membrane potential fluorescence; galR3 body fused to GalR1 C-terminus;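 active means inhibition above the screen-wide average plus 3 SD, cut at about 13% in these data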;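 further: forskolin and galanin both at EC90 stimulate the cells; cAMP rise reported by CNG channel membrane potential dye signal; 0% = forskolin plus galanin with DMSO and 100% = forskolin alone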
Target sequence (O60755 1-299 limits assumed): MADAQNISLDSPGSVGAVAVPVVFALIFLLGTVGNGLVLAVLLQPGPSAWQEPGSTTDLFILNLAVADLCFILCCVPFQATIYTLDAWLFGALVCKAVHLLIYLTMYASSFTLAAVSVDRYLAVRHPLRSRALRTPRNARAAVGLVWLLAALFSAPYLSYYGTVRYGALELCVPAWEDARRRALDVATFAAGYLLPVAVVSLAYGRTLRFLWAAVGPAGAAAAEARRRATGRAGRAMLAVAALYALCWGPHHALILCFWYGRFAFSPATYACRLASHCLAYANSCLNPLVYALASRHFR
MEKK3 PB1 HTS = MEKK3-MEK5 PB1 interaction, increase or decrease; Q99759; bead-based flow cytometry, Alexa488-MEK5 binding to MEKK3; actives lie on both sides; 0 = blocked by unlabeled MEK5, 100 = vehicle; binding response (% of control), % at 10 µM; 1.4% of 290,000 active; AID 1529;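 active means binding response more than 3 SD above or below the average of its plate-row segment, actives on both sides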;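 further: Alexa488 bead fluorescence after subtracting the streptavidin-only scavenger bead signal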
Target sequence (Q99759 whole entry, looked up): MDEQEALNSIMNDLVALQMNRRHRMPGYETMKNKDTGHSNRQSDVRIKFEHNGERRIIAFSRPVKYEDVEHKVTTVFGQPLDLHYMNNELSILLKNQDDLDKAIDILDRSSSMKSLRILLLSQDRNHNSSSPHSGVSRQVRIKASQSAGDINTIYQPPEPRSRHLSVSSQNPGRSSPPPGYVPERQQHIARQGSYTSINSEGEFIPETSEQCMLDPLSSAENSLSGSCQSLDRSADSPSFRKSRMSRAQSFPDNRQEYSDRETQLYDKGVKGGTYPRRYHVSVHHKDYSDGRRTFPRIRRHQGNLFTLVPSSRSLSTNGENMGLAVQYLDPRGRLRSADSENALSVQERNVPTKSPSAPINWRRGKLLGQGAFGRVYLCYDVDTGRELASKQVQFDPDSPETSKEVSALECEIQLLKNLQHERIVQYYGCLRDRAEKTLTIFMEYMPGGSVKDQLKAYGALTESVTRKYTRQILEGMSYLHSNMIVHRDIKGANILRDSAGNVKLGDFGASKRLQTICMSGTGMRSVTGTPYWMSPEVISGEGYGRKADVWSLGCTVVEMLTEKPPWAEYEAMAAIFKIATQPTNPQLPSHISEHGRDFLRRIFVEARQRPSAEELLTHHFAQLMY
The depositor's hits bear a star; . = no result given. The list is partial; the hit share may differ from the screen's.

Results follow in this order: CRFR2-BP antag	MEKK2 mut-MEK5	CRFBP-R2 agonist	FID counter	SUMO HTRF inh	MEKK2wt PB1 HTS	NS3 helicase inh	GalR3 antag	MEKK3 PB1 HTS
- CCc1cc2cccc(C)c2nc1SCC(=O)N1CCN(C(=O)c2ccco2)CC1
    -6	-15	1.9	-11	-10	92	-6	-2	84
- CCC(C)c1c(O)nc(SCC(=O)c2ccccc2)[nH]c1=O (centres undefined)
    -1	1	-0.1	0	18	100	1	0	101
- CC(=O)c1cccc(NC(=O)CCNS(=O)(=O)c2cccc3nonc23)c1
    -3	5	-0.5	1	13	103	-11	0	102
- CC(Cc1ccccc1)C(=O)NCc1ccccn1 (centres undefined)
    -5	-3	-0.8	-3	7	101	4	-4	107
- N#Cc1cccc(N=c2ssnc2Cl)c1
    11	-3	5.3	4	16	96	-1	5	101
- COC(=O)c1cc(Br)c(N)cc1OC
    -5	-1	-1.0	-1	18	97	3	-6	103
- O=c1[nH]c2ccc(Cl)cc2c(-c2ccccc2)c1[N+](=O)[O-]
    -12	-1	6.4	-10	8	103	35	-12	104
- CCC(c1nnnn1C(C)C)N1CCN(C2CCCC2)CC1 (centres undefined)
    -2	8	-1.4	0	25	99	0	-4	97
- CC(C)C[C@H](NC(=O)OC(C)(C)C)C(=O)N[C@@H](CO)[C@H](O)[C@@H]1C[C@@H]1C(=O)NC1CC1
    -2	3	0.0	-10	-5	113	-4	-2	102
- O=C(O)C1CCN(c2ccc(Cl)nn2)CC1
    -8	-9	0.0	3	5	84	4	-2	99
- O=C(N/N=C/c1cccc(Oc2ccccc2)c1)c1cccc(O)c1
    2	2	0.8	-26	-3	101	-5	-3	105
- CCCCCN1CC(=O)N2[C@@H](Cc3c([nH]c4ccccc34)C2(C)C)C1=O
    -15	-1	0.1	-32	-6	105	-7	-4	103
- O=C(CSCc1cc(=O)n2nc(C3CC3)sc2n1)Nc1ccccc1Cl
    -5	2	-0.1	-14	14	100	11	-7	102
- COc1ccc(CCn2c(-c3cc([N+](=O)[O-])cc([N+](=O)[O-])c3)nc3nc4ccccc4nc32)cc1OC
    5	6	0.1	0	16	98	-6	-12	100
- O=C(CCN1C(=O)/C(=C\c2cccc(Br)c2)SC1=S)NCCCN1CCOCC1
    -3	9	0.9	3	7	120	-65	-10	105
- COc1ccccc1CN1CC(C(=O)N2CCOCC2)CCC1=O (centres undefined)
    0	1	0.2	-5	0	103	1	-4	99
- FC(F)(F)c1ccc(N=Cc2sc(N3CCOCC3)nc2-c2ccccc2)cc1
    -12	13	2.7	3	2	115	4	-4	99
- COc1ccc(C(=O)C2CCCN(Cc3cnc(N4CCOCC4)s3)C2)cc1F (centres undefined)
    -9	0	1.3	-6	-4	107	-11	-5	103
- Cc1nnc(SCC(=O)Nc2c(C)n(C)n(-c3ccccc3)c2=O)n1Cc1ccccc1
    19	.	-0.7	-7	11	.	2	-6	.
- COc1cccc(OCC(=O)Nc2ccccc2NC(C)=O)c1
    23	.	-2.2	2	-4	.	-5	-3	.
- COc1cccc(NC(=O)c2ncc(Cl)c(Cl)c2Cl)c1
    22	-1	-2.6	1	10	94	-1	1	102
- Cc1cc[n+](-c2nc3ccccc3nc2[N-]S(=O)(=O)c2ccccc2)cc1
    5	4	2.8	-3	12	103	3	-3	103
- CC1CCN(C(=O)COC(=O)CCCN2C(=O)c3cccc4cccc(c34)C2=O)CC1
    -12	1	-9.8	-43	19	107	5	-1	104
- O=C(NC(=S)N1CCN(c2ccc([N+](=O)[O-])cc2)CC1)c1ccccc1F
    16	-5	0.6	-1	-5	87	-3	-3	86
- COc1cc2c(cc1OC)C(c1ccco1)CC(=O)N2 (centres undefined)
    19	-2	-1.6	5	24	99	6	-6	99
- CC(C)OCCCn1c(=O)c2ccccc2n2c(CCC(=O)N3CCN(c4ccccn4)CC3)nnc12
    -4	6	-0.8	-57	7	105	-1	2	104
- CCCC(=O)N/N=C1\CS(=O)(=O)N(C)c2ccsc21
    16	-4	6.5	-5	-4	101	0	-6	101
- CNC(=O)COC(=O)c1cc2c(C)nn(-c3ccc(F)cc3)c2s1
    9	6	-0.9	-10	6	107	-4	-5	110
- CCc1nc(SCC(=O)Nc2ccc(N(C)C)cc2)c2ccccc2n1
    10	11	0.3	-21	-14	109	0	-4	108
- CN(C)c1ccc(NC(=O)c2cc3c(=O)n4ccccc4nc3n2C)cc1
    4	0	-1.3	0	.	96	-16	-2	99
- COc1ccc(C(=O)OCc2csc(C)n2)c(O)c1
    3	-10	-0.6	-14	0	90	5	-3	98
- Nc1ccc(Cl)c[n+]1Cc1cccc2cccnc12
    13	-20	-0.1	0	-17	84	9	-8	88
- CSc1ccccc1NC(=O)c1ccc(Cl)s1
    -3	0	-1.0	-4	-12	103	10	-7	97
- Fc1ccccc1/C=C1\CCCC2=C1NC(=S)NC2c1ccccc1F (centres undefined)
    -33	-2	-2.0	-22	1	95	0	-4	102
- O=C(NCc1ccon1)C1CCC(=O)N(CCc2ccc(Cl)cc2)C1 (centres undefined)
    -4	1	0.3	-6	4	110	3	-1	104
- O=C(c1ccc(Oc2ccc([N+](=O)[O-])cc2)cc1)N1CCCCCC1
    26	4	-1.7	-36	2	103	-9	-9	103
- C=CCn1c(Oc2ccc(C(=O)OC)cc2)nc2c1c(=O)n(C)c(=O)n2C
    16	4	-0.4	-7	10	102	-11	-3	105
- Cc1nc(-c2ccc(S(=O)(=O)NCC3CCN(C(=O)OC(C)(C)C)CC3)s2)cs1
    8	4	2.7	-34	-2	110	-9	-7	106
- Cc1nnc(OC(C)C)c2nn(-c3ccccc3F)c(C)c12
    16	1	-2.1	-5	14	101	-13	-4	99
- CCN(c1ccccc1)S(=O)(=O)c1ccc(C(C(=O)OC)C(=O)OC)c([N+](=O)[O-])c1
    -14	0	-0.9	-10	1	102	-11	-5	105
- Cc1onc(-c2c(Cl)cccc2Cl)c1NC(=O)NNc1ccccc1
    -14	-1	-1.9	-8	0	100	-2	-1	102
- CCOC(=O)c1cnc(SCC(=O)Nc2cc(OC)ccc2OC)nc1N
    9	8	-2.4	-11	22	98	-2	-8	99
- CCOC(=O)N1CCN(C(=O)c2c(O)c3cccc4c3n(c2=O)CC4)CC1
    3	2	1.2	0	2	102	-3	-1	103
- CCOC(=O)c1cn2nc(Oc3ccc(NC(C)=O)cc3)ccc2n1
    12	2	-1.5	-3	10	101	4	-3	101
- O=C(Cn1nnc(-c2cccs2)n1)N1CCc2ccccc2C1
    10	-2	-3.3	-16	15	96	13	-3	98
- CN(C(=O)CC1C(=O)NCCN1Cc1cccc(C(F)(F)F)c1)C1CCOCC1 (centres undefined)
    16	0	2.9	-24	-2	107	-5	-1	101
- C[C@@H](C(=O)Nc1ccc2ccccc2c1)[C@@H]1C[C@@]1(C)[C@@H](NC(=O)c1ccccc1)c1ccccc1
    2	3	-0.5	-13	12	94	-9	-4	93
- COc1nc(NS(=O)(=O)c2ccc(C)cc2)nc(C)c1Cl
    6	-5	-1.4	-10	15	100	4	-3	94
- CCOC(=O)c1c(C)[nH]c(C(=O)CSc2nnc(Nc3ccccc3F)s2)c1C
    -6	-2	0.1	-2	17	97	-21	-2	100
- CCOC(=O)CSc1ccccn1
    8	-2	4.2	-3	7	98	6	-5	100

More entries.
Results follow in this order: CRFR2-BP antag	MEKK2 mut-MEK5	CRFBP-R2 agonist	FID counter	SUMO HTRF inh	MEKK2wt PB1 HTS	NS3 helicase inh	GalR3 antag	MEKK3 PB1 HTS
- Fc1cnc(N2CCOCC2)nc1N1CCOCC1
    -4	0	-0.5	-4	10	99	14	-3	100
- COc1ccccc1N1CCN(C2CCCC(C)C2)CC1 (centres undefined)
    2	-13	0.9	2	-2	76	6	-2	75
- O=C(C(=O)N1CCN(c2cccc(Cl)c2)CC1)c1c[nH]c2ccccc12
    -14	-6	-1.7	-23	-19	100	-7	-7	103
- COc1ccc2c(c1OC)C(=O)OC2Nc1ccccn1 (centres undefined)
    2	-1	-3.0	3	17	102	5	0	100
- CCOC(=O)C1(Cc2ccccc2C(F)(F)F)CCN(C(C)CSC)CC1 (centres undefined)
    4	-9	-0.1	9	-8	91	-10	-6	96
- CC(=O)c1ccc(N2CCN(C(=O)CCNC(=O)Cn3ccc4ccccc4c3=O)CC2)cc1
    6	-11	-0.7	-31	-12	91	-3	-7	91
- O=C(O)CCC(=O)N1N=C(c2c(-c3ccccc3)c3cc(Cl)ccc3[nH]c2=O)CC1c1cccs1 (centres undefined)
    6	1	-0.9	-42	24	105	37*	0	134*
- CCC1Sc2ccc(S(=O)(=O)Nc3cc(OC)cc(OC)c3)cc2NC1=O (centres undefined)
    -12	-1	0.5	-23	-4	98	-5	-10	101
- Cc1cccc(OCCCn2c(=O)sc3ccccc32)c1
    14	5	8.9	-12	-7	107	-5	-1	106
- Nc1c(-c2ccc(Cl)cc2)cnn1C1CCS(=O)(=O)C1 (centres undefined)
    -18	6	-1.3	0	-1	103	-1	-7	98
- S=c1[nH]ncn2c1cc1oc3ccccc3c12
    -24	3	3.6	1	11	107	-2	2	103
- COc1cccc(Cn2c(C3CC3)nc3ccc(NC(=O)c4ccco4)cc3c2=O)c1
    .	0	.	-8	-7	94	2	0	94
- O=C(COc1ccccc1Cl)N1CCCCCCC1
    -3	12	0.5	-10	17	106	1	-4	102
- CCOC(=O)c1ccc(NC(=O)CNC(=O)c2ccco2)cc1
    4	10	-1.1	-2	2	113	-5	-8	108
- CCOc1ccc(OCC)c(NC(=O)CCn2cccc2)c1
    9	-5	-2.0	-4	3	97	-2	2	99
- O=C(O)c1ccccc1CSc1ncn[nH]1
    0	6	-1.4	1	10	103	10	-4	99
- CCOC(=O)N1CCN(C(=O)c2cc3cc(F)ccc3[nH]2)CC1
    3	11	0.9	-23	12	105	-4	-9	106
- CC(C)/C=C1\CCCCC1N(C)C(=O)NC(C)C (centres undefined)
    12	5	0.6	-5	18	101	1	-4	101
- N/C(=N\OC(=O)c1cccc2ccccc12)c1ccncc1
    -19	9	-3.9	-8	4	103	-6	-4	107
- C#CC[N+](C)(C)CC#Cc1ccc(C)cc1
    2	0	0.3	-9	8	107	-1	-8	104
- O=C(CN1c2cccc3cccc(c23)S1(=O)=O)Nc1ccc(S(=O)(=O)N2CCOCC2)cc1
    5	-3	-1.1	-19	30	98	8	9	98
- Cc1nnc(NC(=O)c2cccc(F)c2)s1
    -6	.	-0.9	-2	7	.	-4	-2	.
- CCOC(=O)c1c(C)c(-c2ccccc2)n(CC(=O)N2CCCC2)c1C
    20	9	-2.7	-33	16	107	-1	.	109

Already shown: 5 of the compounds above.
Results follow in this order: CRFR2-BP antag	MEKK2 mut-MEK5	CRFBP-R2 agonist	FID counter	SUMO HTRF inh	MEKK2wt PB1 HTS	NS3 helicase inh	GalR3 antag	MEKK3 PB1 HTS
- S=c1[nH]ncn2c1cc1oc3ccccc3c12
    -24	3	3.6	1	11	107	-2	2	103
- COc1cccc(Cn2c(C3CC3)nc3ccc(NC(=O)c4ccco4)cc3c2=O)c1
    .	0	.	-8	-7	94	2	0	94
- O=C(COc1ccccc1Cl)N1CCCCCCC1
    -3	12	0.5	-10	17	106	1	-4	102
- CCOC(=O)c1ccc(NC(=O)CNC(=O)c2ccco2)cc1
    4	10	-1.1	-2	2	113	-5	-8	108
- CCOc1ccc(OCC)c(NC(=O)CCn2cccc2)c1
    9	-5	-2.0	-4	3	97	-2	2	99
